# ARNT-TACC3 inh: ARNT/TACC3 interaction disruption; AlphaScreen His-ARNT PAS-B/GST-TACC3 binding, luminescence; TACC3 fragment carries E629A point mutation; inhibition, % at 9.99 µM; 390,000 compounds, 0.66% hits;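 active = mean inhibition of replicates at least 50% and at least half of replicates each reaching 50%; inconclusive = half or more replicates reach 50% but mean below 50%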;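 also: 0% = complete ARNT plus TACC3 wells and 100% = ARNT alone without TACC3; many hits fall short of the cut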
# ERAP1 HTS inh: inhibitors of human ERAP1 aminopeptidase | AID 652197 | inhibition, % at 10.7 µM | 340,000 compounds, 0.15% hits | Q9NZ08 | recombinant ERAP1, Leu-AMC fluorescence, 60 min;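 active = mean replicate inhibition of at least 30%, or all replicates individually reaching that 30% level; inactive = mean below 30% and not every replicate reaching it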;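 also: 0% = neutral control wells and 100% = L-leucinethiol positive control wells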
# Target sequence (Q9NZ08 whole entry, looked up): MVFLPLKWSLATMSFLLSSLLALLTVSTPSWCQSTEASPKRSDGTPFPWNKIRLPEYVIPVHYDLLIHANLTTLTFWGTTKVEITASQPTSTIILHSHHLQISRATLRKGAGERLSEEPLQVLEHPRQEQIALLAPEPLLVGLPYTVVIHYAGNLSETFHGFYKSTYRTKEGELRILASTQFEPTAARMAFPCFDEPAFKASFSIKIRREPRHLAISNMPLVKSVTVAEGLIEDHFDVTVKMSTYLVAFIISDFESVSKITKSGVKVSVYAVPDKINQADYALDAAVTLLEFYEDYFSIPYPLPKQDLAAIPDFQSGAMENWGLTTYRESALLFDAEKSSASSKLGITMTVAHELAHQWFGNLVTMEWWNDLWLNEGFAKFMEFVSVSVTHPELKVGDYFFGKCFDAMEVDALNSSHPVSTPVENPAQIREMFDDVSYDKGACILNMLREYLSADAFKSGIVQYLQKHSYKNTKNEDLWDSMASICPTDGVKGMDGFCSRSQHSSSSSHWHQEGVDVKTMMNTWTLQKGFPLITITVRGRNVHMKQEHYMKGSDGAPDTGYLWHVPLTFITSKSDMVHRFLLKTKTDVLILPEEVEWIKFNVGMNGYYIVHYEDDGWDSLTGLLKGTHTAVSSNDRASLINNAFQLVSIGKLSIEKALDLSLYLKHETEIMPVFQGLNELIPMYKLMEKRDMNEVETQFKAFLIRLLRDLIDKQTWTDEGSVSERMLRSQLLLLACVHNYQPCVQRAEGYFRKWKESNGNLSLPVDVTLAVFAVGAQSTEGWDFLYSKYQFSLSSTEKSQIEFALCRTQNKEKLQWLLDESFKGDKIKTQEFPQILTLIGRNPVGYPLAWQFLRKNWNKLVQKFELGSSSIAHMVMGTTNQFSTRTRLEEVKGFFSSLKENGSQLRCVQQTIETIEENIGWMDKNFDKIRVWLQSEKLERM
# RAD52 anneal inh: inhibitors of human RAD52 DNA annealing. P43351. recombinant RAD52 DNA annealing, FRET fluorescence. inhibition, % at 18.7 µM. 360,000 compounds, 0.46% hits. AID 651710;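 active = every replicate showing at least 50% inhibition; inconclusive = mean inhibition at least 50% but not in every replicate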
# F508del corr: CFTR F508del correction in bronchial cells; activity (quench increase), % at 7.58 µM; 350,000 compounds, 0.36% hits; CFBE cells, YFP halide quenching; stimulated with forskolin plus potentiator P3; % fluorescence drop versus neutral controls;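 active = mean added fluorescence quench of at least 8% versus neutral control, with both replicates also reaching 8%; inconclusive = only one of the mean or replicate conditions met; inactive = mean below 8% and not both replicates reaching 8%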;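 also: cells transiently co-express mutant CFTR-F508del with the halide-sensitive YFP; corrector assay measuring rescue of mutant channel to the surface after 24 h compound exposure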
# RAD54 inh: blocks human RAD54 Holliday junction branch migration; Q92698; FAM/BHQ fluorescence; inhibition, % at 10.4 µM; 360,000 compounds, 0.14% hits; AID 602329;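 active = mean normalized replicate activity at least 40 and at least half of replicates scoring 40 or more; inconclusive = only one of the two criteria met; inactive = mean below 40 and under half of replicates reaching 40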;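 also: 0% = median of neutral control wells and 100% = median of positive control wells; inhibitors cause a drop in the FAM fluorescence signal; in these data hits start at about 50%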
# esBAF inh: inhibitors of esBAF chromatin remodeling in mouse ES cells | AID 602393 | Bmi1-luciferase knock-in reporter, 24 h; 100% = twice the neutral-well signal | 350,000 compounds, 2% hits | reporter increase, % at 12.5 µM; in the data active = activation above about 40%; inconclusive = no clear call, values can overlap the other calls;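 also: 0% = median of the plate's neutral control wells and 100% = double that signal; a rise in the Bmi1 reporter signal indicates esBAF inhibition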
# Xi reactivation: X-chromosome reactivation activator; XiGFP mouse fibroblasts, % GFP-positive cells imaging, 3 d; cells co-treated with 5-aza-dC sensitizer; scaled so ellipticine positive control = 100%; activation, % at 7.58 µM; 360,000 compounds, 0.055% hits; AID 743238;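 active = mean normalized replicate activation at least 10% and every replicate at or above 10%; inconclusive = only one of the two criteria met; inactive = mean below 10% and not all replicates reach 10%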;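 also: 0% = median of on-plate neutral control wells and 100% = ellipticine 6 µM median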
#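 material = 68-5-11 XiGFP fibroblast line | medium = DMEM plus 5-aza-dC sensitizer | schedule = 3 days compound exposure | benchmarks = positive control ellipticine, 6 µM final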
# INS-1E GSIS act: GLuc luminescence reporter in INS-1E cells, primary screen for activators of glucose-dependent secretion of insulin; INS-1E GLuc reporter insulin secretion, 2-3 h; activation, % at 16.6 µM; 370,000 compounds, 0.61% hits;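 active = lowest replicate activation of at least 40%, so every replicate reaches that level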;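 also: 0% = median of neutral control wells and 100% = median of IBMX positive control wells; some compounds called inactive have numbers as strong as hits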
# Numbers without * were called inactive; ? = inconclusive; · = no result given; & = joins results of further samples.
# Value order: ARNT-TACC3 inh	ERAP1 HTS inh	RAD52 anneal inh	F508del corr	RAD54 inh	esBAF inh	Xi reactivation	INS-1E GSIS act
Cc1[nH]c2c(Cl)cccc2c1CCNC(=O)C1CCCCC1C(=O)OCC(F)(F)F (stereo unspecified)
 : -1	·	·	·	-6	·	0.2	-32
O=C(CCCN1C(=O)c2ccccc2C1=O)NCCC1=CCCCC1
 : 17	-1	-8	-2.3	·	-9	·	-54
CC(C)NC(=O)N(C)C[C@H]1OCCCC[C@@H](C)Oc2ccc(N(C)C)cc2C(=O)N([C@@H](C)CO)C[C@H]1C
 : 18	-1	-25	0.7	-10	·	-0.1	4
Cc1cccc(NC(=O)CCC(=O)N/N=C/c2cccnc2)c1
 : -4	5	0	0.7	7	-2	0.4	-2
COc1ccc(S(=O)(=O)Nc2ccc3c(c2)C(=O)N([C@@H](C)CO)C[C@H](C)[C@@H](CN(C)C(=O)Nc2c(C)noc2C)OCCCC[C@@H](C)O3)cc1
 : -1	0	0	-1.4	-4	1	0.1	-10
Cc1cccnc1NC(=O)c1ccco1
 : 3	-2	2	3.4	0	-14	0.0	14
CCOC(=O)Cc1nnc(-c2ccccc2)o1
 : 11	4	-10	-0.8	8	5	-0.2	5
CC(=O)N1[C@H](CO)[C@H](c2ccc(-c3ccc(F)cc3)cc2)[C@@H]1CNC(=O)C1CC1
 : -2	·	·	-1.1	10	-3	0.0	0
O=C(c1ccc(F)cc1)N1CCCCN2[C@H](C1)[C@H](c1ccc(-c3ccc(F)cc3)cc1)[C@@H]2CO
 : 12	0	16	-4.7	-2	·	·	·
CO[C@@H]1CN(C)C(=O)c2cc(NC(=O)C3CCOCC3)ccc2OC[C@H](C)N(CC2CC2)C[C@@H]1C
 : -2	-4	-6	-1.7	5	-1	0.1	-5
CCc1nc(C#N)c(N2CCOCC2)o1
 : 4	·	·	·	2	-7	0.5	-2
CN1CCN(C(=O)C[C@@H]2CC[C@@H]3[C@H](COC[C@H](O)CN3C(=O)c3ccc(F)cc3)O2)CC1
 : 3	0	6	0.6	-4	0	-0.1	10
CCN(C(=O)CSc1n[nH]c(-c2ccccc2)n1)c1c(N)n(Cc2ccccc2)c(=O)[nH]c1=O
 : ·	0	1	-2.6	-3	-2	0.1	2
COCC(=O)Nc1ccc2c(c1)C(=O)N(C)[C@H]1CC[C@H](CC(=O)NCc3ccccc3F)O[C@H]1CO2
 : ·	0	14	1.8	1	-4	0.5	6
Cc1ccccc1NC(=O)c1cccc(S(=O)(=O)N2CCOCC2)c1
 : 3	-4	-2	2.2	1	-6	0.0	22
CCc1cc2c(=O)c(-c3nc4ccccc4n3C)coc2c(CN2CCC(C)CC2)c1O
 : 3	5	-2	-1.6	0	-2	0.0	-3
CCCc1n[nH]c2c1/C(=N\OCC)CC(C)(C)C2
 : 2	-1	-6	-3.0	·	·	0.1	-6
CSCCC(NC(=O)c1cc([N+](=O)[O-])ccc1Cl)C(=O)O (stereo unspecified)
 : -7	·	·	·	2	-4	-0.1	13
CS(=O)(=O)NNC(=O)C1Cc2c(ccc3ccccc23)O1 (stereo unspecified)
 : -20	1	-1	3.3	4	3	0.0	15
CC(CN(C)Cc1ccccc1)OC(=O)c1cccc(F)c1 (stereo unspecified)
 : -10	·	·	·	4	·	0.0	5
COc1ccc(CNc2ccc(S(N)(=O)=O)cc2)cc1
 : -4	-1	-10	0.2	·	·	0.0	6
CCCC#Cc1cnc2c(c1)C(=O)N([C@H](C)CO)C[C@@H](C)[C@@H](CN(C)C(=O)Nc1ccc(OC)cc1)O2
 : 0	-1	13	-0.7	4	2	0.6	-22
CN(C)CC(=O)Nc1ccc2c(c1)[C@@H]1C[C@@H](CC(=O)NCc3cccc(F)c3)O[C@@H](CO)[C@@H]1O2
 : -4	-2	7	0.0	-4	1	0.1	14
CCc1nnc(NC(=O)C2CCN(S(=O)(=O)c3ccc(C)cc3)CC2)s1
 : -27	2	11	-1.1	·	·	-0.1	·
COc1cccc(/C=C/C(=O)OCC(=O)c2ccc(S(=O)(=O)N3CCCCC3)cc2)c1OC
 : -2	-1	-156	-1.0	11	-6	0.0	10
O=C(OC1CCOC1=O)c1ccc(N2CCCC2)c([N+](=O)[O-])c1 (stereo unspecified)
 : -1	-1	1	1.8	·	-3	0.0	17
Cc1ccnc(NC(=O)CNC(=O)c2ccc(C)s2)c1
 : 0	7	-5	-0.6	3	?	0.2	-2
O=C(N/N=C/c1ccc2c(c1)OCO2)c1cccc(NC(=O)c2ccccc2Cl)c1
 : 3	-2	-22	6.4	3	30	0.3	8
COc1ccc(C(CNC(=S)NCc2ccccc2)N2CCCC2)cc1 (stereo unspecified)
 : ·	6	-36	1.9	·	·	0.0	-26
C[C@@H]1CN([C@H](C)CO)C(=O)CCCn2cc(nn2)CO[C@@H]1CN(C)S(=O)(=O)c1ccccc1
 : ·	·	·	-2.8	·	3	0.0	16
Cc1[nH]c2ccccc2c1CCNC(=O)c1c(N)no[n+]1[O-]
 : 2	-1	-28	0.9	·	·	0.0	-5
O=C(CCc1ccccc1)N/N=C/c1cccc(O)c1
 : 5	-2	-5	-4.3	·	·	0.0	-2
COc1ccc(CN(C)C[C@@H]2OCCCC[C@@H](C)Oc3ccc(NC(=O)Nc4ccccc4)cc3C(=O)N([C@H](C)CO)C[C@H]2C)cc1
 : -2	·	·	1.7	13	3	0.0	-20
C[C@H](CO)N1C[C@H](C)[C@@H](CN(C)C(=O)Cc2ccncc2)Oc2cc(C#CC3CC3)ccc2S1(=O)=O
 : 3	0	-25	-1.0	-10	-1	0.2	10
Cc1cc(CN2CCN(CC(=O)Nc3cc(Cl)ccc3-n3cncn3)CC2)no1
 : 2	-1	0	-1.3	-4	-2	0.0	5
Cc1ccc(NC(=O)CSCc2cc(=O)n3nc(C4CC4)sc3n2)cc1
 : 2	-2	-6	-4.9	-4	-4	0.0	15
COc1cc(C(=O)CCc2ccc3c(c2)OCO3)cc(OC)c1OC
 : 4	-3	8	-1.4	-3	-4	0.2	·
CCOC(=O)C1CCN(C(=O)c2cc3c(=O)n4cccc(C)c4nc3s2)CC1
 : -7	-10	-6	-2.2	-3	9	0.2	9
C[C@H](CO)N1C[C@H](C)[C@H](CN(C)C(=O)Nc2ccc(F)cc2)Oc2ccc(NS(=O)(=O)c3cn(C)cn3)cc2C1=O
 : ·	·	·	0.4	·	-3	0.2	8
CCOc1ccccc1N1C(=O)c2ccc(S(=O)(=O)c3ccc(C(=O)O)cc3)cc2C1=O
 : 0	8	-19	2.5	1	-6	0.0	40
COC(=O)N/N=C/c1ccc(-c2ccc(Cl)c(Cl)c2)o1
 : -17	0	-49	2.7	·	·	0.0	3
CCc1ccc(N2CC(C(=O)OCC(=O)NC3CC3)CC2=O)cc1 (stereo unspecified)
 : -10	-2	-3	3.5	-4	-3	0.0	·
CCOC(=O)[C@]12CCC=C1N(Cc1ccc3c(c1)OCO3)C(=O)[C@H](CC(=O)N1CCC(c3ccccc3)CC1)C2
 : ·	·	3	-1.1	·	·	0.0	-28
CCN(CC(=O)Nc1c(F)cccc1F)C(=O)c1ccc2c(c1)NC(=O)C(C)S2 (stereo unspecified)
 : -2	0	0	1.3	1	·	0.4	10
Cc1noc(C)c1S(=O)(=O)Nc1ccc2c(c1)C(=O)N([C@@H](C)CO)C[C@H](C)[C@@H](CN(C)S(=O)(=O)c1c(C)noc1C)OCCCC[C@H](C)O2
 : -2	3	-9	-0.3	-5	3	0.1	-7
COc1ccc(/C=C/C(=O)NCc2cccnc2)cc1
 : -7	1	11	·	·	·	0.1	-5
COc1cc(C(=O)Nc2ccccc2C(=O)Nc2ccccn2)cc(OC)c1OC
 : 5	-3	-20	13*	-14	-12	0.1	-1
COCc1ccc(C(=O)N2CCCC(N3CCN(c4ccc(F)cc4)CC3)C2)o1 (stereo unspecified)
 : 2	1	7	-3.6	-2	1	-0.1	20
CCCc1c(C(=O)N/N=C/c2c(OC)ccc3ccccc23)nnn1-c1nonc1N
 : -3	-3	-28	0.9	6	-4	0.0	11
Cc1[nH]c2ccccc2c1C(=O)C(=O)NCCc1ccc(S(N)(=O)=O)cc1
 : -8	·	·	·	3	·	0.0	0
C[C@H](CO)N1C[C@H](C)[C@H](CN(C)C(=O)Nc2ccc(C(F)(F)F)cc2)OCc2cnnn2CCCC1=O
 : -6	7&-4	-5&-2	1.8&-0.8	-4&-3	-2&0	-0.1&-0.6	-15&-6
C=CCNC(=O)c1c(Cl)nc(C)c([N+](=O)[O-])c1C
 : -4	·	·	·	3	·	0.0	17
C[C@@H]1CN([C@H](C)CO)C(=O)c2cc(NC(=O)CCC(F)(F)F)ccc2O[C@@H]1CN(C)Cc1ccc(Oc2ccccc2)cc1
 : -1	-1	22	0.0	0	-4	-1.1	-22
CCC(C(=O)Oc1c(C(C)C)cccc1C(C)C)c1ccccc1 (stereo unspecified)
 : -2	-3	-6	4.2	2	-3	0.1	-4
COc1ccc(C2=NOC(C(=O)Nc3c(C)n(C)n(-c4ccccc4)c3=O)C2)cc1OC (stereo unspecified)
 : -4	-3	1	0.1	-6	5	0.0	2
CO[C@@H](C(=O)N(C)C[C@H]1OCc2ccccc2-c2c(n(C)c3ccccc23)C(=O)N([C@H](C)CO)C[C@H]1C)c1ccccc1
 : -8	1	15	1.5	4	10	-0.3	3
O=C(C[C@H]1CC[C@@H](NC(=O)c2ccc(F)cc2)[C@H](CO)O1)NCCc1ccccc1
 : 0	1	2	1.7	-7	-1	0.2	7
Cc1ccc(C(=O)NCc2ccncc2)cc1S(=O)(=O)N1CCCCC1
 : 1	-4	-22	0.3	-5	6	0.1	7
NC(=O)CNC(=O)[C@@H]1CC2(CC(c3ccc(Cl)cc3)=NO2)CN1C(=O)c1ccccc1 (stereo partly specified)
 : 23	-4	-4	-1.9	1	8	0.0	5
CC1(C)CC(=O)C=C(c2ccccc2-c2ccc3cc[nH]c3c2)C1=O
 : ·	4	-9	-0.3	2	-4	-0.1	-8

# The listing continues.
# Value order: ARNT-TACC3 inh	ERAP1 HTS inh	RAD52 anneal inh	F508del corr	RAD54 inh	esBAF inh	Xi reactivation	INS-1E GSIS act
COC(=O)C1CCN(C(=O)COC(=O)c2cc(-c3cccs3)nn2-c2ccccc2)CC1
 : 5	0	3	-0.6	2	-9	0.2	-3
CC(C)(C)NC(=O)NC(=O)CSc1ncc(C(F)(F)F)cc1Cl
 : -1	1	-3	1.6	·	·	·	6
Cn1c(=O)c2c(nc(CN3CCN(C(=O)c4ccco4)CC3)n2CCCc2ccccc2)n(C)c1=O
 : 19	15	-26	-1.1	-5	3	0.2	-7
CSc1nnnn1-c1ccc(Cl)cc1
 : -1	0	-7	0.8	·	·	-0.1	-11
Cn1nc(C2CC2)cc1NC(=O)C1(C)CCN1C(=O)CC(c1ccccc1)c1ccccc1 (stereo unspecified)
 : ·	-1	-23	-1.5	-8	-4	0.1	-29
CC1(CCc2ccccc2)NC(=O)N(Cc2nnc(-c3ccccc3Br)o2)C1=O (stereo unspecified)
 : 4	·	·	·	9	1	·	-25
COC(=O)c1ccc(C)c(NS(=O)(=O)c2ccc(OC)cc2)c1
 : 4	-2	-5	7.2	3	2	·	15
COc1ccc(NC(C)=O)c(C)c1
 : ·	-1	-4	0.9	·	·	0.0	-2
CC(C)NC(=O)Nc1ccc2c(c1)C(=O)N([C@H](C)CO)C[C@@H](C)[C@@H](CN(C)C(=O)C1CCCCC1)OCCCC[C@@H](C)O2
 : ·	·	·	-5.1	·	3	0.1	1

# Bioassay records as filed in PubChem.

# Not a hit list; any-hit rate near 3.3%.
